TRb-SRC2 inh: TRbeta-SRC2 interaction inhibition; P10828; TRbeta-SRC2 peptide binding, fluorescence polarization; receptor liganded with 1 µM T3; Potency, µM (highest dose often 106 µM), without a hit: at the highest dose activity change, negative = inhibition, hits mostly inhibitors; 0.065% of 280,000 active; AID 1469;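 also: plate controls were bound peptide for no effect and peptide without receptor for full effect; nearly all actives have a fitted effect of over 50% in size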
Target sequence (P10828 whole entry, looked up): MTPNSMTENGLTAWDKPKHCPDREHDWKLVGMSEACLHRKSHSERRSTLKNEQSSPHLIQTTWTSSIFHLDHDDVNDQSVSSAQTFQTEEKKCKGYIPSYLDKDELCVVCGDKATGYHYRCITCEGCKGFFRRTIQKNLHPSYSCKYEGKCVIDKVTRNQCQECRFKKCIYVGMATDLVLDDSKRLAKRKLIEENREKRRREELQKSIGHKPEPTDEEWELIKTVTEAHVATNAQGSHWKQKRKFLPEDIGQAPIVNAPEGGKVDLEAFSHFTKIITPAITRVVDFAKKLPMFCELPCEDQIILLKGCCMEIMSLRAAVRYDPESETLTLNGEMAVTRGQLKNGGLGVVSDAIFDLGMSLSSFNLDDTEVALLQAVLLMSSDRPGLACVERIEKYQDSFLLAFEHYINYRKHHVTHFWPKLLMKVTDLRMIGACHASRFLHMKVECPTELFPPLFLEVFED
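Human TRb LBD (0.6 uM) plus Texas Red-labeled SRC2 peptide (20 nM), 1uM T3, 5% DMSO, 5 hr at ambient temperature. Decreased polarization (555/632 nm) flags inhibition; data normalized to free and bound peptide controls.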
L3MBTL1 inh: L3MBTL1 (human) inhibition; Q9Y468; AlphaScreen L3MBTL1–H3K9me1 peptide binding; Potency, µM (doses to about 57.1 µM), for the others: top-dose activity, negative = inhibition, usual class: inhibitors; 0.66% of 230,000 active; also: nearly all actives have a fitted effect of over 60% in size
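L3MBTL1 (50 nM) pre-complexed 30 min with biotinylated H3(1-15)K9me1 peptide (75 nM), then compounds added for 30 min at room temperature; AlphaScreen streptavidin donor/nickel chelate acceptor beads (10 ug/mL final) read after 30 min dark incubation.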
GAA inh: blocks human lysosomal alpha-glucosidase. P10253. purified human GAA, 4-MU-alpha-glucoside fluorescence. Potency, µM (series often up to 76.9 µM), for the others: top-dose activity change, negative = inhibition, actives largely listed as inhibitors. 0.005% of 200,000 active. AID 1466;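 also: plate controls were uninhibited enzyme wells for no effect and no-enzyme background for full effect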
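Endpoint fluorogenic read: 20 min room-temperature reaction of 4 nM human alpha-glucosidase with 400 uM 4-methylumbelliferyl-alpha-D-pyranoside, pH 5.0, quenched with 1M NaOH/1M glycine pH 10. AC50 from Hill modeling.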
TR SRC2 fluor cs: Texas Red fluorescence interference in TRb-SRC2 counter-screen | Potency, µM (highest dose often 106 µM), inactives show at the top dose fluorescence change, negative = quenching | 0.29% of 280,000 active | TRb/SRC2 Texas Red total fluorescence interference; active = well fitted curve in either direction with a large enough effect; inconclusive = small, poorly fitted or top-dose-only effect
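Flags fluorescent or light-absorbing compounds by total fluorescence, S + 2P, at 555 nm excitation and 632 nm emission. Mixture: 20 nM Texas Red SRC2 peptide, 0.6 uM human TRb LBD, 1 uM T3, 5% DMSO; compound exposure 5 h at ambient temperature.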
GoLoco inh red: inhibitors of human Gai1-RGS12 GoLoco interaction (red fluorophore). P63096. 0.44% of 230,000 active. Gai1:RGS12 GoLoco peptide FP, rhodamine, 10 min. Potency, µM (highest dose often 61.6 µM), for the others: top-dose activity, negative = inhibition, usual class: inhibitors; active = well fitted inhibition curve with a large enough effect, not every such curve was filed as active; inactive = no such curve, though single readings can be large or run the other way; also: nearly all actives have a fitted effect of over 30% in size; many of its hits are not listed in these tables
Target sequence (P63096 whole entry, looked up): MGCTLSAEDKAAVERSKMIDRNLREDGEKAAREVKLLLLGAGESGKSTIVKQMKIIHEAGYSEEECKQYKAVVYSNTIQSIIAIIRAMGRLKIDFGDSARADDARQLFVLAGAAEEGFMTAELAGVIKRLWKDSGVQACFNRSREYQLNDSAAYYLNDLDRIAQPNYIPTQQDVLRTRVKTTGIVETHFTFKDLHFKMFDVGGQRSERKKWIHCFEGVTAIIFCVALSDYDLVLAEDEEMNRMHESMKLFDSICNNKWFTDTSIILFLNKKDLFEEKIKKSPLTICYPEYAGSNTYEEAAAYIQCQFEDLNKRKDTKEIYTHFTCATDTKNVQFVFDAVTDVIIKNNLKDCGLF
aGlu spleen mod: inhibits or activates alpha-glucosidase in human spleen homogenate. P10253. human spleen homogenate, 4-MU-alpha-glucoside fluorescence. Potency, µM (series often up to 79.9 µM), inactives show top-dose activity change, negative = inhibition, most hits filed as inhibitors. 0.006% of 240,000 active. AID 2112;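 also: 0% = enzyme with vehicle and -100% = no enzyme basal signal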
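Human spleen homogenate (1 ug) incubated with compounds and 1 mM 4-methylumbelliferyl-alpha-D-glucopyranoside in pH 5.0 citrate/phosphate buffer, 37 C, 40 min. Stopped at pH 10; 4-MU fluorescence (Ex 365/Em 440 nm); AC50 by Hill fit.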
RECQ1 inh: RECQ1 (human) helicase inhibition. P46063. RECQ1 DNA unwinding, red fluorescence kinetic read. Potency, µM (doses to about 57.3 µM), without a hit: at the highest dose activity, negative = inhibition, hits mostly inhibitors. 0.54% of 240,000 active;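 also: plate controls were vehicle for no effect and no enzyme for full effect; nearly all actives have a fitted effect of over 30% in size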
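50 nM RECQ1T1 preincubated 15 min with compound in Tris pH 8.0 buffer with MgCl2, DTT, Tween-20 and 2.5 ug/ml poly(dI-dC); started with 200 nM TAMRA/BHQ-2 forked duplex and 2 mM ATP. Unwinding read as fluorescence (525/598 nm), two reads 2 h apart.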
GAA glycogen: alters human alpha-glucosidase cleavage of glycogen; P10253; recombinant GAA, glycogen substrate, Amplex Red glucose oxidase fluorescence; Potency, µM (top dose mostly 76.4 µM), for inactives: top-dose activity change, negative = inhibition, usual class: inhibitors; 0.38% of 300,000 active; AID 2100;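 also: 0% = full enzyme reaction and -100% = no-enzyme basal signal; the screen sought inhibitors and activators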
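Recombinant human enzyme (4 nM); glycogen substrate; 37 C, 40 min, pH 5.0. Readout: coupled glucose oxidase/Amplex Red fluorescence.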
Starred values were filed as active, the others as inactive; i = inactive; ? = inconclusive; / = no result given; [ ] = remark or other dose. Unless noted, calls follow the shape of the dose curve; as a rule, active = well fitted curve in the direction sought with a large enough effect; inconclusive = small, poorly fitted or top-dose-only effect, or another doubt; inactive = no such curve, though single readings can be large; an effect the other way counts as inactive or inconclusive. Unless noted, % is scaled to controls: 0 for no effect and ±100 for the full control effect; potency is read from the fitted curve at half-maximal effect.

mol	TRb-SRC2 inh	L3MBTL1 inh	GAA inh	TR SRC2 fluor cs	GoLoco inh red	aGlu spleen mod	RECQ1 inh	GAA glycogen
CC(=O)N1Cc2ccccc2CC1C(=O)N1CCN(c2ccccc2)CC1 (stereo unspecified)	-5%	/	-2%	2%	3%	-1%	-11%	-1%
O=C(NCc1ccco1)[C@@H]1CCCN1C(=O)c1cccs1	-4%	/	-3%	-1%	38%[activator]	-5%	-9%	-1%
Cc1cc(C)c2[nH]c(=O)c(CN(Cc3cccs3)C(=S)NCc3ccco3)cc2c1	6%	-14%	-8%	2%	-4%	-6%	-13%	2%
Cc1cc(-c2nn(C)c(=O)c3ccccc23)cc(C)c1O	3%	/	/	-2%	-1%	6%	0%	2%
C=CCn1c(SCC(=O)NC2CCCCC2)nnc1C1CCCCC1	1%	0%	?	1%	-10%	-5%	i	4%
O=C(NCc1ccc(Cl)cc1)C1CCC(CNc2c(N3CCOCC3)c(=O)c2=O)CC1 (stereo unspecified)	2%	/	/	-4%	3%	8%	13%	-1%
N/C(=N\OC(=O)Cc1cccs1)c1ccccc1	-3%	26%	-4%	-1%	26%	-8%	i	2%
O=C(OCC1OC2C(Oc3nc(=O)ccn32)C1O)c1ccccc1 (stereo unspecified)	-27%	/	15%	2%	1%	-1%	i	7%
Cn1c(CN2CCCCC2)nc2cc([N+](=O)[O-])ccc21	-4%	-15%	1%	0%	-4%	1%	3%	21%
NS(=O)(=O)c1cccc(NC(=O)CCSc2ccc(Cl)cc2)c1	-3%[53 µM]	7%	3%	-1%[53 µM]	4%	0%	2%	-5%
COc1cc(Cc2ccc(N)c(OC)c2)ccc1N	-3%	-1%	2%	1%	-13%	-4%	-8%	-8%
CC(=O)OCC1=C(C(=O)O)N2C(=O)C(NC(=O)CCn3nc(C)c(Cl)c3C)C2SC1 (stereo unspecified)	-8%	/	7%	0%	-5%	-1%	5%	3%
CCOCCCNC(=S)Nc1cc(C)cc(C)c1	0%	-5%	-3%	-1%	12%	-3%	-5%	0%
Cc1cc2cc(C)c(NCCNC(=O)c3ccccc3F)nc2cc1C	7%	-7%	-5%	-3%	13%	3%	i	19%
Cc1ccc(Cl)cc1N1CCN(C(=O)c2ccc3nc[nH]c3c2)CC1	0%	-4%	-2%	1%	5%	1%	-4%	2%
Cc1nnc(SCc2nnc(-c3cccs3)o2)s1	-1%	14%	-5%	0%	-1%	2%	i	6%
O=C(Nc1cccc(-c2nc3ccccc3s2)c1)c1ccc2c(c1)OCO2	4%	11%	3%	-1%	-17%	2%	i	3%
COc1ccc2c(CC(=O)Nc3nccs3)coc2c1	5%	?	5%	-1%	15%	3%	-20%	1%
COc1ccc(OC)c(S(=O)(=O)N2CCc3ccccc32)c1	-2%	5%[11.4 µM]	-4%	-2%	0%	3%	0%	2%
Cc1nc(NS(=O)(=O)c2ccccc2)sc1C(=O)NN	-1%	0%	14%	-5%	18%	1%	-2%	?
O=C(N/N=C/c1cc2c(cc1Br)OCO2)c1c[nH]c2ccccc12	8%	-14%	-7%	-2%	7%	-2%	?	4%
CC(=O)Nc1ccc2c(c1)nc(CCN1CCC(C)CC1)n2C	-5%	/	-7%	-1%	-13%	4%	-3%	19%
N#CCc1ccc(NS(=O)(=O)c2ccc(C3CCCCC3)cc2)cc1	1%	-8%	-14%	6%	-5%	-4%	-19%	0%
Cn1c(=O)c2[nH]c(-c3ccccc3Cl)c(O)c2n(C)c1=O	-3%	-6%	5%	0%	2µM*	4%	4%	?
c1ccc2[nH]c(CN3CCN(c4ncnc5c4oc4ccccc45)CC3)nc2c1	-10%	-2%	-3%	0%	8%	-2%	-8%	8%
NC(=O)C1CC(=O)N(c2ccc(OCc3ccc(Cl)cc3)cc2)C1 (stereo unspecified)	6%	-5%	-3%	-2%	22%	6%	-1%	-9%
CCn1c2ccccc2c2cc(NC(=O)COC(=O)c3cccc(S(=O)(=O)NC)c3)ccc21	4%	-9%	?	1%	-13%	3%	-5%	-2%
Cc1cccc(NC(=O)CSc2nnc(-c3cc(C)n(-c4ccccc4)c3C)o2)c1C	-8%	10%	-7%	3%	-6%	2%	i	-6%
CCc1ccc(-c2cc(C(=O)N/N=C/c3c[nH]c4ccccc34)[nH]n2)cc1	6%	-12%	-6%	-11%	7%	4%	-21%	-1%
CC(C)(C)Nc1nc(NC(C)(C)C)nc(-n2ccnc2)n1	-1%	3%	-12%	0%	-3%	-1%	-14%	-1%
N#C/C(=C(/O)CN1CCCC1)c1nc(-c2ccccc2)cs1	-1%	-6%	-6%[15.4 µM]	-2%	28%	0%	12%	5%
CCCN(CCC)CC(O)CN1C(=O)NC(C)(C)C1=O (stereo unspecified)	2%	6%	8%	1%	7%	7%	-6%	-4%
CCOC(=O)c1c2n(c3ccc(O)cc13)CCC2	-11%	-13%	-3%	-2%	-2%	1%	-1%	?
COC(=O)CNC(=O)c1ccc2c(c1)S(=O)(=O)c1ccccc1C2=O	-13%	-5%	-8%	0%	2%	-19%	i	5%
COc1ccc(O)c(/C=N/n2c(-c3ccco3)csc2=Nc2cccnc2)c1	-8%	-20%	-2%	0%	3%	0%	-4%	-7%
C/C(N)=C(\C#N)C(=O)NCCc1ccccn1	-17%	3%	-1%	-1%	-10%	6%	-13%	1%
COC(=O)CSc1nnc(-c2ccc(OC)c(OC)c2)o1	-5%	-4%	9%	-1%	8%	-1%	17%	2%
O=C(Nc1cccnc1Cl)c1cc(-c2ccco2)on1	0%	/	0%	-3%	23%	-2%	-15%	9%
C[C@H]1[C@@H](O)[C@@H](C)\C=C/C=C\C=C/C=C\C=C/C=C\C=C/[C@@H](O[C@H]2O[C@@H](C)[C@@H](O)[C@@H](N)[C@@H]2O)C[C@@H]2O[C@](O)(C[C@@H](O)C[C@@H](O)[C@@H](O)CC[C@@H](O)C[C@@H](O)CC(=O)O[C@H]1C)C[C@@H](O)[C@H]2C(=O)O (stereo in doubt)	-16%[53 µM]	/	/	?	19%[21.6 µM]	1%[29.1 µM]	12%[25.9 µM]	/
CCOc1ccccc1C(=O)NN1C(=O)C2CCCCC2C1=O (stereo unspecified)	-10%	6%	-1%	0%	2%	-21%	0%	2%

3 structures from above, ordered by count of non-hydrogen atoms, low to high:
mol	TRb-SRC2 inh	L3MBTL1 inh	GAA inh	TR SRC2 fluor cs	GoLoco inh red	aGlu spleen mod	RECQ1 inh	GAA glycogen
COC(=O)CSc1nnc(-c2ccc(OC)c(OC)c2)o1	-5%	-4%	9%	-1%	8%	-1%	17%	2%
N#C/C(=C(/O)CN1CCCC1)c1nc(-c2ccccc2)cs1	-1%	-6%	-6%[15.4 µM]	-2%	28%	0%	12%	5%
COc1ccc(O)c(/C=N/n2c(-c3ccco3)csc2=Nc2cccnc2)c1	-8%	-20%	-2%	0%	3%	0%	-4%	-7%

(listing goes on)
mol	TRb-SRC2 inh	L3MBTL1 inh	GAA inh	TR SRC2 fluor cs	GoLoco inh red	aGlu spleen mod	RECQ1 inh	GAA glycogen
O=C1OC(/C(=C\Nc2ccc(F)cc2F)[N+](=O)[O-])c2ccccc21 (stereo unspecified)	3%	/	?	-1%	-8%	2%	-6%	6%
CCN(C(=O)CC(C)C)c1nnc(Cn2nnc3ccccc32)s1	-2%	?	?	-1%	2%	/	i	5%
CCN1CNC(=S)N(c2cccc(C)c2)C1	4%	12%	-9%	-4%	9%	-2%	i	1%
Cc1onc(-c2ccccc2)c1C(=O)NNC(=S)NC(=O)c1ccc2c(c1)OCO2	-5%	10%	/	0%	8%	5%	5%	0%
O=C(NCCCN1CCCC1=O)NC12CC3CC(CC(C3)C1)C2	-2%	-3%[11.4 µM]	-2%	2%	6%	-5%	-19%	1%
Cc1cccc(-n2nnc(C(=O)Nc3ccc(F)cc3)c2N)c1	3%	7%	0%	-9%	10%	-7%	-14%	2%
COc1ccc(C(=O)CSc2nnc(CNC(=O)c3ccc(OC)c(OC)c3)n2C)cc1	2%	2%	1%	-2%	4%	-14%	i	11%
C=CCNC(=S)NNC(=O)C(CCCC)CC(C)O (stereo unspecified)	2%	/	-3%	-2%	1%	-1%	-11%	-7%
N#CCCN(CCC#N)C(=O)COc1ccc(Cl)cc1Cl	-2%	-19%	6%	-1%	-1%	-2%	i	-3%
CC1CCCCC1NS(=O)(=O)c1ccc(S(=O)(=O)N2CCN(CCC#N)CC2)cc1 (stereo unspecified)	13%	2%	?	-1%	-13%	-15%	-1%	-13%

An excerpt from above, limited to GoLoco inh red:
SMILES | GoLoco inh red
COc1ccc(C(=O)CSc2nnc(CNC(=O)c3ccc(OC)c(OC)c3)n2C)cc1 | 4%
C=CCNC(=S)NNC(=O)C(CCCC)CC(C)O (stereo unspecified) | 1%
O=C(NCCCN1CCCC1=O)NC12CC3CC(CC(C3)C1)C2 | 6%

Next part.
mol	TRb-SRC2 inh	L3MBTL1 inh	GAA inh	TR SRC2 fluor cs	GoLoco inh red	aGlu spleen mod	RECQ1 inh	GAA glycogen
CCn1cc(Cl)c(C(=O)NNC(=O)CCn2nc(C)c([N+](=O)[O-])c2C)n1	-3%	9%	1%	1%	-1%	-5%	8%	-2%
Cc1cc(F)c(F)c(C(=O)N2CCCCC2C)c1Cl (stereo unspecified)	1%	/	1%	-6%	0%	3%	-16%	9%
COc1ccccc1N1CCN(C(=O)c2cc(-c3ccc(Cl)c(Cl)c3)on2)CC1	-3%	7%	2%	-6%	-2%	4%	-4%	4%
Oc1[nH]c2ccccc2c1C=Nc1ccc2c(c1)OCCO2	-5%	-7%	-3%	-12%	/	-10%	i	32µM*
CCOC(=O)CNC(=O)CSc1ncnc2c1cnn2-c1ccccc1	-4%	?	8%	-5%	4%	6%	-1%	3%
CC(=O)Nc1cc(NC(C)=O)cc(C(=O)OCC(=O)N2CC(C)OC(C)C2)c1 (stereo unspecified)	4%	/	-1%	-4%	2%	1%	i	4%
CCCN(C(=O)CSc1nc2c(cnn2-c2ccccc2)c(=O)[nH]1)C1CCS(=O)(=O)C1 (stereo unspecified)	0%	10%	-12%	1%	7%	4%	i	-3%
COc1cc(OC)cc(C(=O)N2CCC(C(=O)Nc3ccc4c(c3)OCCO4)CC2)c1	-3%	5%	-8%	-3%	-5%	-5%	-20%	10%

Some of the compounds tested; count on the stated rates, not on these rows.
